OX1R antagonist: antagonists of human orexin 1 receptor; CHO/OX1R cells, Fluo-8 calcium fluorescence, orexin A; inhibition, % at 5 µM; 330,000 compounds, 0.43% hits;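 active = inhibition above its plate's threshold, mean inhibition of all tested compounds on the plate plus 3 SD, cut at about 37% in these data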;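 note: 0% = orexin A challenge wells and 100% = SB-334867-A antagonist wells; not every result past the cut was called active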
Target sequence (O43613 whole entry, looked up): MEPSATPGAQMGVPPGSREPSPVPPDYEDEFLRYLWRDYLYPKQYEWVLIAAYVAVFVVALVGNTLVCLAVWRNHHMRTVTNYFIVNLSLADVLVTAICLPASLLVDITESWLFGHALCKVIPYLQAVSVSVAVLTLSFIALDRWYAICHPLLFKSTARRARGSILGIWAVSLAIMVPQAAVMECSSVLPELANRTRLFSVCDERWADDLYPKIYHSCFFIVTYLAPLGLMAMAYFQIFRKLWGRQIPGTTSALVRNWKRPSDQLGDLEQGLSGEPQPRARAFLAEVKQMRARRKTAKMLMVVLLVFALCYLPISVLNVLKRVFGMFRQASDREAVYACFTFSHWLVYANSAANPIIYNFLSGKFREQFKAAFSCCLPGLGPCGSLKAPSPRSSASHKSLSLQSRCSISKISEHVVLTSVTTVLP
CHT PAM: allosteric activators of human choline transporter CHT; CHT-expressing cells, membrane potential dye, choline EC20; active compounds read high; LV-AA mutant CHT in HEK293 cells; B-score at 10 µM; 310,000 compounds, 0.49% hits; Q9GZV3;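 active = initial fluorescence not abnormally high and integrated response B-score, plate-corrected, over 3 SD above library mean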
Target sequence (Q9GZV3 whole entry, looked up): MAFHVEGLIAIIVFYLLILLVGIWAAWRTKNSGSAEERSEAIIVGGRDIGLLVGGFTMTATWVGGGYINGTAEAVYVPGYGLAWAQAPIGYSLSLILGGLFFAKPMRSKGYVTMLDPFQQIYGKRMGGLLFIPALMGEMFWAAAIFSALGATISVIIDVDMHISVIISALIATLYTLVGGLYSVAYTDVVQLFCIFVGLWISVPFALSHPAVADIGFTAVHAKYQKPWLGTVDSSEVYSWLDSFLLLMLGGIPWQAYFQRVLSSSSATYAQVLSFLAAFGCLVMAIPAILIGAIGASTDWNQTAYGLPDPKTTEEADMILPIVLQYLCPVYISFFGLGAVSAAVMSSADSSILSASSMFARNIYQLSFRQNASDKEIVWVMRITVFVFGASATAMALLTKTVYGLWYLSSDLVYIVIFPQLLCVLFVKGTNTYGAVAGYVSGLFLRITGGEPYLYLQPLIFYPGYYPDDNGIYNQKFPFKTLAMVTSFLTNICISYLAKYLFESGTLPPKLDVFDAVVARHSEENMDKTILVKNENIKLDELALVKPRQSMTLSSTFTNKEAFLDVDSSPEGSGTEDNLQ
Starred values were filed as active, the others as inactive; i = inactive; . = not tested or not shown.

Sample of the layout (5 entries):
SMILES | OX1R antagonist | CHT PAM
CCOC(=O)c1ccc(N/C=C2/CCCC(C)C2=O)cc1 (centres undefined) | -17 | i
CCOc1ccc(NC(=O)CSc2nnc(C3CC3)n2C)cc1 | -7 | i
O=C(COc1ccc(Cl)cc1Cl)NC(=O)c1ccccc1 | -6 | i
Cc1ccc(C(=O)CNc2ccc(C)c(Cl)c2)cc1 | -2 | i
CCOC(=O)c1c(NC(=O)CSc2nnc(-c3c[nH]c4ccccc34)n2CCOC)sc2c1CCCC2 | 12 | i

Main list (from the top)
SMILES | OX1R antagonist | CHT PAM
CCOC(=O)c1ccc(N/C=C2/CCCC(C)C2=O)cc1 (centres undefined) | -17 | i
CCOc1ccc(NC(=O)CSc2nnc(C3CC3)n2C)cc1 | -7 | i
O=C(COc1ccc(Cl)cc1Cl)NC(=O)c1ccccc1 | -6 | i
Cc1ccc(C(=O)CNc2ccc(C)c(Cl)c2)cc1 | -2 | i
CCOC(=O)c1c(NC(=O)CSc2nnc(-c3c[nH]c4ccccc34)n2CCOC)sc2c1CCCC2 | 12 | i
COc1ccc(C(=O)NNC(=O)CCc2nc3ccccc3c(=O)[nH]2)cc1 | -22 | .
Cc1csc(C(=O)NN)c1N(C)C | -32 | i
CC(=O)OC1c2ccccc2C(=O)N1Cc1ccccc1Cl (centres undefined) | -11 | i
Cc1cccc(NC(=O)c2cccnc2Cl)n1 | -18 | i
COc1cccc(CC(=O)N2CCN(c3ccccc3[N+](=O)[O-])CC2)c1 | -1 | i
O=C(N/N=C/c1ccc(F)cc1)c1cc(-c2ccco2)nc2ccccc12 | -3 | i
COC(=O)c1sccc1NC(=O)CC1C(=O)NCCN1C(=O)c1c(F)cccc1Cl (centres undefined) | -11 | i
CCOc1ccc(S(=O)(=O)NCCC(=O)N(C)Cc2cccs2)cc1 | -7 | .
Cn1c(=O)cc(SCC(=O)NCCCN2CCOCC2)c2ccccc21 | 2 | i
Cc1ccc2c(c1)N(CC(=O)NCc1ccco1)C(=O)C(C(C)C)O2 (centres undefined) | -27 | i
CCc1ccc(NC(=O)N2CCN(C(=O)C3CCCO3)CC2)cc1 (centres undefined) | -19 | i
Cc1ccc(OCCn2cc(/C(N)=N/O)c3ccccc32)cc1C | -22 | i
COC(=O)c1sccc1NC(=O)Nc1ccc(C)cc1C | -35 | i
Cc1ccc([N+](=O)[O-])cc1S(=O)(=O)Nc1ccc(O)c(Sc2ncn[nH]2)c1 | 10 | i
CCN(C(=O)COC(=O)c1ccccc1SCC(=O)N1CCCC1)C1CCS(=O)(=O)C1 (centres undefined) | -6 | i
Cc1ccccc1CCN(C(=O)c1csnn1)C(C(=O)NC1CCCC1)c1ccco1 (centres undefined) | -18 | i
CCOC(=O)CN1N=C(c2ccc(Cl)s2)CSC1=O | -23 | i
CC(C)(C)c1ccc(Oc2ccc(NC(=O)c3ccccc3C(=O)O)cn2)cc1 | -10 | i
CC(=O)Nc1cccc(N/C(N)=N/c2nc(C)cc(C)n2)c1 | 11 | i

In the list so far, 5 contain two or more sulfur atoms.
SMILES | OX1R antagonist | CHT PAM
CCOC(=O)c1c(NC(=O)CSc2nnc(-c3c[nH]c4ccccc34)n2CCOC)sc2c1CCCC2 | 12 | i
CCOc1ccc(S(=O)(=O)NCCC(=O)N(C)Cc2cccs2)cc1 | -7 | .
Cc1ccc([N+](=O)[O-])cc1S(=O)(=O)Nc1ccc(O)c(Sc2ncn[nH]2)c1 | 10 | i
CCN(C(=O)COC(=O)c1ccccc1SCC(=O)N1CCCC1)C1CCS(=O)(=O)C1 (centres undefined) | -6 | i
CCOC(=O)CN1N=C(c2ccc(Cl)s2)CSC1=O | -23 | i

(further entries)
SMILES | OX1R antagonist | CHT PAM
CC1(C)CC(=O)C2=C(C1)NC(SCC(=O)Nc1ccccc1)=C(C#N)C2c1ccco1 (centres undefined) | -37 | i
CN(C)S(=O)(=O)c1ccc(C(=O)OCC(=O)NC(=O)NCc2ccccc2)cc1 | -11 | i
CC1(C)CC2CC(C)(CN2S(=O)(=O)c2ccc(N)cc2)C1 (centres undefined) | -8 | i
Cc1nn(C)c(C)c1C1C(C#N)=C(N)OC2=C1C(=O)CC(C)(C)C2 (centres undefined) | -18 | i
Cn1c(=O)c2c(nc(CN3CCN(c4cccc(Cl)c4)CC3)n2CCc2ccccc2)n(C)c1=O | -42 | 9.3*
CSc1sccc1/C=N/O | 1 | i
O=C(O)CCC(=O)Nc1ccc(Oc2ncnc3cc(Cl)ccc23)nc1 | -7 | i
CC(C)c1nccn1S(=O)(=O)c1cccc([N+](=O)[O-])c1 | -4 | i
CCN(CC)C(=O)c1sc(NC(=O)c2ccoc2C)c(C(=O)OC)c1C | 0 | i
COCc1cc(Sc2ccc(OC)cc2)nc(-c2ccccc2)n1 | -16 | i
CCN1CCN(C(c2cc(OC)c(OC)c(OC)c2)c2nnnn2C(C)C)CC1 (centres undefined) | -3 | i
CCN(CC)c1ccc(/C=N/NC(=O)Cc2ccc(OC)c(OC)c2)cc1 | -10 | i
COc1ccc(/C=C2/Sc3ccc(C(=O)N4CCc5ccccc5C4)cc3NC2=O)cc1 | -27 | i
Cn1c(CN2CCOCC2)nc2cc(NC(=O)COc3ccccc3)ccc21 | 0 | i
O=C(CN1CCN(S(=O)(=O)c2ccc(Cl)cc2)CC1)Nc1ccc2c(c1)OCO2 | -9 | i
Cc1cc(O)c2c(C)c(CC(=O)N3CCN(C(=O)C4COc5ccccc5O4)CC3)c(=O)oc2c1 (centres undefined) | -33 | i
COc1ccc(N=Cc2oc3ccc4ccccc4c3c2O)cc1 | 25 | i
O=C(COC(=O)c1ccc(Cl)c(S(=O)(=O)NCc2ccccc2)c1)NC1CC1 | -2 | .
COc1ccc(/C=N/NC(=O)c2ccncc2)cc1[N+](=O)[O-] | -4 | i
COc1ccc(N(C(=O)C(C)C)S(=O)(=O)c2ccc3c(c2)n(C)c(=O)n3C)cc1 | -41 | i
CCc1ccc(-c2nc(CN3CCC(C(=O)N4CCN(c5ccccn5)CC4)CC3)c(C)o2)cc1 | -28 | i
CCOc1cc(/C=N/Nc2nnc(C)n2N)ccc1O | -15 | i
COc1cccc(C(=O)Nc2cccc3c2ccc2cccn23)c1 | -26 | i
Cc1c(-n2cccc2C=O)cccc1[N+](=O)[O-] | -7 | i
CCCCc1ccc(NC(=O)CN2NS(=O)(=O)c3ccccc3C2=O)cc1 | -2 | i
Cn1c(NC(=O)/C=C/c2ccc(Cl)c(Cl)c2)cc(=O)n(C)c1=O | -4 | i
Cc1ccc(NC(=O)c2oc3ccc(S(=O)(=O)N4CCOCC4)cc3c2C)c(C)c1 | -10 | i
COCCCNC(=O)CSc1nc2ccccc2c(=O)n1CCC(=O)NCCc1ccc(OC)c(OC)c1 | -15 | i
COc1cc2c(c(OC)c1OC)-c1c(cc3c(c1OC)OCO3)C[C@H](C)[C@@](C)(O)C2 | -18 | i
Cc1cc2c(cc1S(=O)(=O)N1CCN(c3ccc(Cl)cc3)CC1)OCCN2C | -23 | i
CCCNC(=O)CN(C)S(=O)(=O)c1ccc(F)cc1 | -15 | i
Cc1cc2nnc(SCc3ccccc3)n2c(N)n1 | -13 | i
COc1ccc(NC(=O)c2ccc3snnc3c2)cc1 | 3 | i
CC(=O)N1CC(=O)N(c2ccccc2)C1=O | -3 | i
COc1cc(CNCc2cccc(OC)c2OC)cc(OC)c1 | -22 | i
Cn1cc(CN2CCCCC2CO)c(-c2ccc(Oc3ccccc3)cc2)n1 (centres undefined) | -29 | i
CCOC(=O)C1CCCN(C(=O)c2cncc(Br)c2)C1 (centres undefined) | -5 | i
CC(C(=O)N1CCN=C1c1ccccc1)N1C(=O)c2ccccc2C1=O (centres undefined) | -21 | i
NS(=O)(=O)c1ccc(CCNC(=O)/C=C/c2ccc([N+](=O)[O-])cc2)cc1 | 11 | i
CNC(C)C#Cc1ccc2oc3cc(C)c(C)cc3c(=O)c2c1 (centres undefined) | 2 | i
COc1ccc(/C(C)=C2\SC(=S)N(CCC(=O)O)C2=O)cc1 | 2 | i
Cc1ccc(C)c2[nH]c(=O)c(CN(Cc3ccc4c(c3)OCO4)Cc3nnnn3Cc3ccco3)cc12 | -7 | i
O=C(O)Cn1ccc2cc(S(=O)(=O)N3CCCCCC3)ccc21 | -7 | i
CCCCC1CC(C)(C(=O)CSc2nc3ccccc3s2)OC1=O (centres undefined) | -23 | i
CCC(CO)Oc1cc(NC(=O)c2ccccc2)c2ncn(C(C)C)c2c1 (centres undefined) | -22 | .
Cc1ccc(CNC(=O)COC(=O)c2nc(-c3ccccc3)oc2C)cc1 | -16 | .
Cc1nn(C)c(Cl)c1CN1CCCC(CO)(Cc2cccc(Cl)c2)C1 (centres undefined) | -22 | i
CCOC(=O)N1CCN(C(=O)C2c3cc(OC)c(OC)cc3C(=O)N3CCc4ccccc4C23)CC1 (centres undefined) | -20 | i
CCC(=O)N1CCN(CCN=CC2=C(O)CC(C)(C)CC2=O)CC1 | -8 | i
COC(=O)C1=C(C)NC(=S)NC1c1ccc(-c2cc(Cl)ccc2Cl)o1 (centres undefined) | -15 | i
CCCOc1c(Br)cc(C2C3=C(CCCC3=O)N(C)C3=C2C(=O)CCC3)cc1OC | -16 | i
Cc1cc(C)c2c(n1)sc1c(O)cc(=O)[nH]c12 | -18 | i
O=C(NCCN1CCN(c2ccccc2)CC1)C1CCN(S(=O)(=O)c2cccc3nonc23)CC1 | -12 | i
COc1ccc(CNCC(O)COCc2cccs2)cc1 (centres undefined) | -26 | i
CCN(CC)CCn1c2c(c(SCC(=O)Nc3ccc(C)c(F)c3)nc1=O)CCC2 | -22 | i
CC(=O)c1ccccc1NS(=O)(=O)c1ccc2c(c1)CC(=O)N2 | -1 | .
Cc1sc(NC(=O)/C=C/c2ccc(C(C)C)cc2)c(C#N)c1C | -13 | i
CCCN(C(=O)COC(=O)COc1c(C)cccc1C)c1c(N)n(Cc2ccccc2)c(=O)[nH]c1=O | 6 | i
CCOC(=O)c1c(C)oc2ccc(OS(C)(=O)=O)cc12 | -28 | i
COc1ccc2c(c1OC)C(=O)N1N=C(c3ccc(Br)cc3)CC21 (centres undefined) | -19 | i

More records
SMILES | OX1R antagonist | CHT PAM
CC(C)[C@H](NC(N)=O)C(=O)NCCc1ccc(Cl)cc1Cl | -22 | i
O=C(NCc1ccco1)c1cc(S(=O)(=O)N2CCOCC2)ccc1Br | 6 | i
O=C(Nc1ccc(NC(=O)N2CCN(c3ccccc3O)CC2)cc1)N1CCN(c2ccccc2O)CC1 | 6 | i
CC(=O)C[C@@H](O)CC(=O)[C@H]1OC(=O)CC/C=C\Cc2ccccc21 | -16 | .
COc1ccccc1C(=O)C1CCCN(C(=O)CCc2ccccn2)C1 (centres undefined) | -9 | i
O=C(c1cc([N+](=O)[O-])ccc1Cl)N1CCN(Cc2ccc3c(c2)OCO3)CC1 | -11 | i
CN1CCCC(OC(=O)c2cccc(S(=O)(=O)N3CCCCCC3)c2)C1 (centres undefined) | -29 | i
C=CCNC(=O)c1ccc(Cn2cc(C(F)(F)F)ccc2=O)cc1 | -9 | i
O=C(CCCn1c(=S)[nH]c2cc3c(cc2c1=O)OCO3)N1CCN(c2ccccc2)CC1 | -26 | i
COc1ccc(C(=O)Nc2nncs2)cc1S(=O)(=O)N1CCOCC1 | -15 | i
CCC(C)NC(=O)CSc1nc2ccccc2c(=O)n1-c1c(C)n(C)n(-c2ccccc2)c1=O (centres undefined) | -23 | i
O=C(CSc1ccc(-c2ccco2)nn1)NC1CCCCC1 | -14 | i
CS(=O)(=O)N(CC(=O)Nc1ccccc1)c1cccc(Cl)c1Cl | -16 | i
O=C(Nc1ccc(Cl)cn1)c1ccc(COc2ccccc2Br)o1 | -43 | i
Cc1cccc(C)c1NC(=O)NCc1ccco1 | -18 | i
CN(CCO)c1ccc(-c2n[nH]c(=O)c3ccccc23)cc1[N+](=O)[O-] | . | i
O=C(Nc1cccc(Cl)c1)c1cnc[nH]1 | -4 | i
NC(=O)NC(c1ccc(Cl)cc1)c1ccccc1Cl (centres undefined) | -10 | i
CC(C)(C)c1nc(S(=O)(=O)c2ccc(Cl)cc2)c(N2CCOCC2)o1 | -6 | i
O=C(CC1C(=O)NCCN1C(=S)Nc1ccccc1)Nc1ccc(F)cc1 (centres undefined) | -4 | i
CC(C)(C)c1ccc(C(=O)Nc2cccc(S(=O)(=O)NC3=NCCC3)c2)cc1 | -44 | .
CCN1CCN(C(=O)C2CCN(C(=O)c3cc4sccc4n3CC)CC2)CC1 | -17 | i
Cc1ccc(S(=O)(=O)N2CCC(C(=O)NCC3CCCO3)CC2)cc1 (centres undefined) | -1 | i
O=C(Nc1ccc(Br)c(Br)c1)C1CCCO1 (centres undefined) | -14 | i
CCN1CCN(CC(O)COCCOc2ccc(Br)cc2)CC1 (centres undefined) | -3 | i
O=C(NCCCNC(=O)c1ccc(-c2cccc(Cl)c2)o1)c1cnccn1 | -16 | i
CCC(CC)NC(=O)c1nn(Cc2ccccc2)c(=O)c2ccccc12 | -15 | i
Cn1c(O)c(N=NC(=O)c2ccco2)c2ccccc21 | -9 | i
OC(c1cc(-c2ccc(C(F)(F)F)cc2)nc(C(F)(F)F)c1)C1CCCCN1 (centres undefined) | -2 | i
COc1ccc(OC)c(-c2nn(-c3ccccc3)cc2C(=O)N2CCc3ccccc3C2)c1 | 4 | .
CCOc1ccc(NC(=O)C23CC4CC(C2)CC(c2ccccc2)(C4)C3)cc1 | -41 | i
COc1ccccc1NC(=O)C1CCCN(c2ncnc3c2nc2n3CCCCC2)C1 (centres undefined) | -14 | i

Assay outcomes (PubChem)
